Screens: PubChem, Broad Institute
U2OS ROS induce = raises reactive oxygen species in U2OS cancer cells | ROS induction (% of piperlongumine), % at 10 µM | actives 2% (n = 46,000) | U2OS ROS induction, H2DCF-DA fluorescence | AID 624156; in the data active means ROS induction above about 79%, passing the limit was not always enough;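 further: 0% = DMSO vehicle median and 100% = reference compound median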
* marks the source's active call; other numbers are inactive results; & = joins results of further samples. These rows are one share of the data (hit frequency here may not be typical).

SMILES,U2OS ROS induce
CC(Cc1cccc(C(F)(F)F)c1)NCCOC(=O)c1ccccc1 (configuration not stated),1.5
CCCOc1ccc(C(=O)OCCN(CC)CC)cc1N,-4.4
COc1ccc(-c2oc3c(CC=C(C)C)c(O[C@@H]4O[C@H](CO)[C@@H](O)[C@H](O)[C@H]4O)cc(O)c3c(=O)c2O[C@@H]2O[C@@H](C)[C@H](O)[C@@H](O)[C@H]2O)cc1,-2.1
N=c1nc(N2CCCCC2)cc(N)n1O,-9.6&0.1
CCCOc1ccc2nc(NC(=O)OC)[nH]c2c1,21.9
Cc1scc2c1N(C(=O)CN1CCN(C)CC1)c1ccccc1NC2=O,7.5&-7.1
COc1ccc(C(=O)c2ccccc2)c(O)c1,-15.4
C=C[C@H]1CN2CC[C@H]1C[C@@H]2[C@H](O)c1ccnc2ccc(OC)cc12,-5.6

(cont.)
SMILES,U2OS ROS induce
C[C@@H]1CC[C@]2(C(=O)O)CC[C@]3(C)C(=CCC4[C@@]5(C)C[C@@H](O)[C@H](O)[C@@](C)(CO)C5CC[C@]43C)C2[C@H]1C (some centres not stated),2.2
Nc1c2ccccc2nc2ccccc12,3.5
C[C@@H]1O[C@@H](O[C@H]2[C@H](Oc3cc(O)c4c(=O)cc(-c5ccc(O)cc5)oc4c3)O[C@H](CO)[C@@H](O)[C@@H]2O)[C@H](O)[C@H](O)[C@H]1O,-0.2
CC(C)NNC(=O)c1ccncc1,-8.3
O=C(O)c1cc(=O)c2ccccc2o1,14.1
COc1ccc(-c2cc(C(F)F)nn2-c2ccc(S(N)(=O)=O)cc2)cc1F,6.0
CCN(CCCCOC(=O)c1ccc(OC)c(OC)c1)C(C)Cc1ccc(OC)cc1 (configuration not stated),-0.4
CCCCOc1cc(C(=O)OCCN(CC)CC)ccc1N,2.9

Fetched one by one from above (2):
SMILES,U2OS ROS induce
COc1ccc(C(=O)c2ccccc2)c(O)c1,-15.4
COc1ccc(-c2oc3c(CC=C(C)C)c(O[C@@H]4O[C@H](CO)[C@@H](O)[C@H](O)[C@H]4O)cc(O)c3c(=O)c2O[C@@H]2O[C@@H](C)[C@H](O)[C@@H](O)[C@H]2O)cc1,-2.1

The list goes on.
SMILES,U2OS ROS induce
CCCCC(=O)O[C@]1(C(=O)CO)[C@@H](C)CC2C3CCC4=CC(=O)C=C[C@]4(C)[C@@]3(F)C(O)C[C@@]21C (some centres not stated),-3.1
Cc1cc(=O)oc2cc(O)ccc12,-8.7
COc1cc(N)c(Cl)cc1C(=O)N[C@H]1CCN(CCCOc2ccc(F)cc2)C[C@H]1OC,14.5
C[C@@H]1C[C@H]2[C@@H]3CCC4=CC(=O)C=C[C@]4(C)[C@@]3(Cl)[C@@H](O)C[C@]2(C)[C@@]1(OC(=O)c1ccco1)C(=O)CCl,8.6
CC(C)(C)NCC(O)COc1cccc2c1CC(O)C(O)C2 (configuration not stated),40.1
CN(C)CCCSc1ccccc1NC(=O)/C=C/c1ccccc1,-7.5
C=CCN1C[C@H](C(=O)N(CCCN(C)C)C(=O)NCC)C[C@@H]2c3cccc4[nH]cc(c34)C[C@H]21,-3.5
O=C1c2c(O)ccc(O)c2C(=O)c2c(NCCNCCO)ccc(NCCNCCO)c21,-7.0

A stretch taken from the entries so far, for reference:
SMILES,U2OS ROS induce
C[C@@H]1C[C@H]2[C@@H]3CCC4=CC(=O)C=C[C@]4(C)[C@@]3(Cl)[C@@H](O)C[C@]2(C)[C@@]1(OC(=O)c1ccco1)C(=O)CCl,8.6
CC(C)(C)NCC(O)COc1cccc2c1CC(O)C(O)C2 (configuration not stated),40.1
CN(C)CCCSc1ccccc1NC(=O)/C=C/c1ccccc1,-7.5
C=CCN1C[C@H](C(=O)N(CCCN(C)C)C(=O)NCC)C[C@@H]2c3cccc4[nH]cc(c34)C[C@H]21,-3.5
O=C1c2c(O)ccc(O)c2C(=O)c2c(NCCNCCO)ccc(NCCNCCO)c21,-7.0

The list continues.
SMILES,U2OS ROS induce
CCCCN(CCCC)CCCOC(=O)c1ccc(N)cc1,2.6
C=CC1CN2CCC1C[C@H]2[C@@H](O)c1ccnc2ccc(OC)cc12 (some centres not stated),7.7
CC(C)(C)NCC(O)COc1cccc2c1C[C@H](O)[C@H](O)C2 (some centres not stated),-4.8
CC[C@]12CCCN3CCc4c(n(c5ccccc45)[C@](O)(C(=O)OC)C1)[C@@H]32,-10.0
CCn1cc(C(=O)O)c(=O)c2cc(F)c(N3CCNC(C)C3)c(F)c21 (configuration not stated),-5.6

In the list so far, these contain an NH in an aromatic ring.
SMILES,U2OS ROS induce
CCCOc1ccc2nc(NC(=O)OC)[nH]c2c1,21.9
C=CCN1C[C@H](C(=O)N(CCCN(C)C)C(=O)NCC)C[C@@H]2c3cccc4[nH]cc(c34)C[C@H]21,-3.5
